Assay outcomes: PubChem, Broad Institute
SIRT5 block = SIRT5 desuccinylase inhibitors, primary screen, biochemical, fluorescence imaging, single point, set 5. Purified SirT5, succinyl-peptide AMC, trypsin-coupled fluorescence. NAD-dependent protein deacylase sirtuin-5, mitochondrial (Homo sapiens), Q9NXA8. AID 652115, 2013. inhibition, % at 15 µM. hit rate 1.1% among 330,000; in the data active means inhibition above about 15%; inconclusive means no clear call, values can overlap the other calls
Target sequence (Q9NXA8 whole entry, looked up): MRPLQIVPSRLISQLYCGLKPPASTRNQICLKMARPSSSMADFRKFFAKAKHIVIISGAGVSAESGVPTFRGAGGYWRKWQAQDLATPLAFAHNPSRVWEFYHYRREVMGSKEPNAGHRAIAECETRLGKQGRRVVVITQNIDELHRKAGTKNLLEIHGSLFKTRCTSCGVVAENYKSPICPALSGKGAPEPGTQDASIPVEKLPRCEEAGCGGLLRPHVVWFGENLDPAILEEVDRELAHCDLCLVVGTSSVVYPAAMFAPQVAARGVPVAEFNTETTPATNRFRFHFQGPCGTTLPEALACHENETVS
esBAF inh = Bmi1 luciferase reporter increase in mESCs, primary screen, esBAF inhibitor project, mouse ES cells, Bmi1 luciferase knock-in, single point; AID 602393, 2012; 24 h; 100% = twice the neutral-well signal; hit rate 2% among 350,000; reporter increase, % at 12.5 µM; in the data active means activation above about 40%; inconclusive means no clear call, values can overlap the other calls;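 further: 0% = median of the plate's neutral control wells and 100% = double that signal; a rise in the Bmi1 reporter signal indicates esBAF inhibition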
ARNT TACC3 PPI = disruptors of ARNT/TACC3 protein interaction, primary screen, biochemical, AlphaScreen, single concentration. hit rate 0.66% among 390,000. AlphaScreen His-ARNT PAS-B/GST-TACC3 binding, luminescence; TACC3 fragment carries E629A point mutation. inhibition, % at 9.99 µM. AID 623870, 2012. Transforming acidic coiled-coil-containing protein 3 (Homo sapiens), Q9Y6A5;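 active means mean inhibition of replicates at least 50% and at least half of replicates each reaching 50%; inconclusive means half or more replicates reach 50% but mean below 50%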;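 further: 0% = complete ARNT plus TACC3 wells and 100% = ARNT alone without TACC3; many hits fall short of the cut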
miR-122 sensor = miR-122 Renilla sensor signal increase in Huh7, primary screen, miR-122 inhibitor project, cell-based, single point, plate reader; Huh7 miR-122 Renilla luciferase sensor, 48 h; neutral wells = 0, positive control = 100; activation (reporter increase), % at 12.5 µM; hit rate 0.3% among 340,000; AID 602342, 2012;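 active means mean replicate activation score at least 90 and every replicate individually at or above 90; inconclusive means only one of the two criteria met; inactive means neither criterion met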;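 further: higher luciferase means less miR-122 activity so hits act as miR-122 inhibitors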
ERp5 block = inhibitors of ERp5-driven insulin aggregation, primary screen, biochemical, turbidity, absorbance 650 nm, single point; inhibition, % at 9.99 µM; 90 min; hit rate 0.05% among 350,000;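 active means mean replicate inhibition above about 25%, with every replicate also reaching it, limit read from the data, passing the limit was not always enough; inconclusive means only one of those two criteria met; inactive means neither criterion met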
Target sequence (Q15084 whole entry, looked up): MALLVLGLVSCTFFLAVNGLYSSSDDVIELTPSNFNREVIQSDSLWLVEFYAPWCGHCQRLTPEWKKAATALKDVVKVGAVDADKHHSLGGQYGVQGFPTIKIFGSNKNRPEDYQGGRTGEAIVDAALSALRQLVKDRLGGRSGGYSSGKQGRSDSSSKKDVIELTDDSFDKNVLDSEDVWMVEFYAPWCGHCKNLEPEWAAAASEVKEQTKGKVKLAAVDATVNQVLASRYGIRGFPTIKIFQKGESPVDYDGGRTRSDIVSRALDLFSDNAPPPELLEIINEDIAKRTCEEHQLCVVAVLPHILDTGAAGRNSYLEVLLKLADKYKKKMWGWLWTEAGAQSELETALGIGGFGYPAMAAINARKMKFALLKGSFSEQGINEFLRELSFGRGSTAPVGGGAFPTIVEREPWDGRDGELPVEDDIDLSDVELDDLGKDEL
Statin myotox sup = suppressors of statin myotoxicity in C2C12 myotubes, primary screen, cell-based, single point, plate reader | C2C12 myotubes + simvastatin, ATP luminescence, 48 h; scaled: DMSO 0, geranylgeraniol control 100 | rescue of ATP level, % at 7.49 µM | hit rate 0.78% among 330,000;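 active means mean ATP rescue above about 67%, or every replicate alone reaching that limit, limit read from the data, passing the limit was not always enough; inconclusive means no clear call, values can overlap the other calls; inactive means mean under the limit and some replicate under it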;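 further: myotubes were challenged with 10 µM simvastatin during compound exposure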
Cneo AK release = Cryptococcus neoformans cell lysis inducers, primary screen, AK release luminescence, single concentration. AID 651654, 2012. C. neoformans lysis, adenylate kinase release luminescence, 4 h; normalised: neutral wells 0, clomiphene wells 100. hit rate 0.2% among 360,000. lysis activity, % at 15 µM;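 active means mean lysis activity across replicates of at least 80%, whatever share of replicates individually reach that level; inactive means mean lysis activity below 80%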
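Assay system: log-phase C. neoformans yeast / Quantity: yeast cell density of 5 × 10^6 cells/mL / Medium: fresh YPD growth medium / Compound: single dose / Timing: static 4 h at 37 °C with compound, 1 h detection / Measured by: adenylate kinase release luminescence / Read-out: lysis from increased AK signal / Benchmarks: Clomiphene as positive lysis control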
The depositor's hits bear a star; ? = inconclusive; . = not tested or not shown; & = joins results of further samples; [ ] = dose if it differs, or a comment.

SMILES	SIRT5 block	esBAF inh	ARNT TACC3 PPI	miR-122 sensor	ERp5 block	Statin myotox sup	Cneo AK release
Cc1nc2ccccc2cc1C(=O)NCc1ccco1	.	5	-2	-2	.	.	-4
COc1ccc(NC(=O)Nc2cccs2)cn1	-2	7	10	-6	6	0	-2
Cc1cc(C)n(-c2ccc(C(=O)OCC(=O)NCc3ccco3)cc2)n1	.	0	7	2	.	7	0
COc1ccccc1CNS(=O)(=O)CCNCc1ccco1	-2	3	1	-4	-1	3	-4
O=C(NCc1nc2ccccc2[nH]1)C1=C[C@H](c2coc3ccccc3c2=O)C[C@H](OCCCCO)O1	6	3	.	-4	-1	0	-2&-1
O=C(c1ccncc1)N1N=C(c2ccc(Cl)cc2)CC1c1ccccc1O (configuration not stated)	6	80*	6	-4	-4	7	-3
CC(C)C(=O)Nc1ccc2c(c1)C(=O)N(C)[C@@H]1CC[C@@H](CC(=O)NCc3ccccc3)O[C@@H]1CO2	7	-3	-8	2[16.7 µM]	-3	-3	0
COc1ccc(CN(C)C[C@@H]2OCCCC[C@H](C)Oc3ccc(NS(=O)(=O)c4cn(C)cn4)cc3C(=O)N([C@H](C)CO)C[C@H]2C)cc1	2	0	3	6[16.7 µM]	0	.	0
CCNC(=O)Nc1ccc2c(c1)C(=O)N(C)[C@H]1CC[C@@H](CC(=O)NCC3CC3)O[C@H]1CO2	.	-3	-2	-7[16.7 µM]	.	-1	3
Cc1ccccc1/C=N/NC(=O)c1ccc(-n2cnnn2)cc1	4	5	9	-10	-7	4	0
CC(NC(=O)c1ccccc1NC(=O)c1ccco1)C(=O)O (configuration not stated)	.	3	1	-20	.	9	4
CC[C@]12c3[nH]c4ccc(OC)cc4c3CCN1C(=O)C(CC(=O)NCc1ccco1)C[C@@H]2C(=O)N1CCN(C(=O)C2CC2)CC1 (some centres not stated)	-1	1	-2	3	-2	3	-3
Cc1ccc(C(=O)Nc2c[nH]c(=O)[nH]c2=O)cc1	-3	-6	24	-6	11	2	11
COCC(=O)Nc1ccc2c(c1)C(=O)N(C)C[C@H](OC)[C@@H](C)CN(Cc1cccnc1)[C@@H](C)CO2	-4	-3	-7	.	-4	-11	-4
CN(C(=O)COC(=O)C12CC3CC(CC(C3)C1)C2)c1c(N)n(Cc2ccccc2)c(=O)[nH]c1=O	-2	1	-1	7	1	4	0
CO[C@H](CN(C)CC1CCOCC1)[C@@H](C)CN(C(=O)Nc1ccc(F)cc1)[C@@H](C)CO	1	-3	-6	.	-1	1	-2
O=c1[nH]c2ccc(S(=O)(=O)N3CCN(C4CCCCC4)CC3)cc2[nH]c1=O	.	4	-1	-7	.	-4	-1
Cc1ccc(CCNC(=O)CN(C)S(=O)(=O)c2ccc3c(c2)n(C)c(=O)c(=O)n3C)cc1	2	3	-22	-8	-5	-4	.
Fc1ccc(NC(=S)N2CCOCC2)c(F)c1	-3	.	-4	.	1	.	0
CC(C)C#Cc1ccc2c(c1)O[C@H](CN(C)C(=O)c1ccccc1)[C@@H](C)CN([C@H](C)CO)S2(=O)=O	8	5	4	36[16.7 µM]	4	-16	2
COCCN(C(=O)CNC(=O)c1cccs1)C(C(=O)NC1CCCCC1)c1ccco1 (configuration not stated)	.	0	-4	2	.	2	0
CCOC(=O)C1(C)C=C(Nc2ccc(OC)cc2)C(=O)N1c1ccc(OC)cc1 (configuration not stated)	.	.	-2	2	.	.	1
COc1ccccc1CNc1ncccn1	-4	-2	-7	3	3	14	1
C[C@H](CO)N1C[C@H](C)[C@@H](CN(C)Cc2ccccc2)Oc2cc(/C=C/c3ccccc3)ccc2S1(=O)=O	-4	-21	4	86[16.7 µM]	-2	-10	55
CC[C@H](C)[C@H](NC(=O)OCc1ccccc1)C(=O)OCC(=O)N1CCN(c2ccc(OC)cc2)CC1	3	14	.	-4	4	5	0
Next part:
SMILES	SIRT5 block	esBAF inh	ARNT TACC3 PPI	miR-122 sensor	ERp5 block	Statin myotox sup	Cneo AK release
COc1ccc(CNC(=O)CCCn2ccc3cc(S(=O)(=O)N4CCCC4)ccc32)cc1	-2	6	3	10	-2	-14	3
O=C(NCCc1ccccc1)[C@H]1[C@H](CO)[C@H]2Cn3c(cccc3=O)[C@@H]1N2C(=O)C1CCC1	8	6	8	11[16.7 µM]	2	6	105*
Cn1c(=O)oc2cc(S(=O)(=O)NCCC(=O)Nc3ccc4c(c3)OCCO4)ccc21	.	-9	2	4	.	0	7
COC(C/C=C/[C@@H](O)COCc1ccccc1)OC	.	6	-2	-4	-3	-2	2
Cc1ccc(C)c(N2N=C(C(=O)Nc3cccc(S(=O)(=O)N4CCCCC4)c3)CCC2=O)c1	-4	4	8	.	-1	7	-3
COc1ccc(CCNC(C)C(=O)Nc2ccc(S(N)(=O)=O)cc2)cc1 (configuration not stated)	-1	-1	-7	.	1	6	0
O=C(Cn1ccc(NC(=O)OCc2ccccc2)nc1=O)NCc1ccccn1	-5	-9	0	0	10	7	4
COc1ccc(C(C)=NOC(=O)c2c(-c3ccccc3Cl)noc2C)cc1CN1CCOCC1	2	3	.	.	0	-2	2
c1ccc(CCc2ccccc2-c2nc(-c3ccccn3)no2)cc1	.	6	-3	.	.	3	2
COc1ccc(NC(=O)CN(C)S(=O)(=O)c2cnc[nH]2)cc1OC	-1	2	1	-4	4	11	2
COc1ccc(OC)c(NC(=O)CCCC(=O)NC2CCCCC2)c1	1	-12	-1	7	4	7	0
NC(=O)c1c(NC(=O)Cc2cccs2)sc2c1CCC2	.	15	-9	1	.	-7	4
CCCn1nc(C(=O)NNC(=O)CCCOc2ccc(C)cc2)c2ccccc2c1=O	-1	1	1	-8	13	3	1
Cc1cccc(Nc2nnc(SCC(=O)Nc3cccc(S(=O)(=O)N4CCCCC4)c3)s2)c1	.	.	-6	6	.	.	-2
C#CCNC(=O)C1=C[C@@H](c2coc3ccccc3c2=O)[C@H](CCCO)[C@@H](OCC)O1	-8	4	-13	1	1	-7	4
Cc1ccc(O)c(C(=O)CC(=O)c2ccc(C(C)(C)C)cc2)c1	0	36	20	4	2	-10	-3
CCCCC1=CC2=CC(=O)C(C)(OC(=O)CC)C(=O)C2=CN1C1CCCC1 (configuration not stated)	.	1	7	3	?	1	-4
CC(=O)N(CC(=O)Nc1sc(C)c(C)c1C(N)=O)Cc1ccccc1	-4	.	-2	.	1	.	.
O=C(NCCCN1CCOCC1)C(=O)NCc1ccco1	-3	.	4	.	-4	.	.
Cc1cc(C)nc(CCNC(=O)c2cc(COc3c(C)cccc3C)on2)n1	-4	4	-3	-3	-1	3	-5
COc1ccccc1NC(=O)N1C[C@@H]2[C@H](c3ccccc31)[C@H](CO)N2Cc1ccc2c(c1)OCO2	2	-4	6	14[16.7 µM]	1	-64	-1
CSCCC(NC(=O)c1ccccc1Br)C(=O)NC(C)CCc1ccccc1 (configuration not stated)	-1	-7	-5	.	-5	2	5
C[C@@H]1CN([C@H](C)CO)S(=O)(=O)c2ccc(C#CC3CC3)cc2O[C@@H]1CN(C)C(=O)Cc1ccncc1	-1	-11	-6	-18[16.7 µM]	-1	-7	56
CC(C)NC(=O)Nc1cccc2c1O[C@H](CN(C)S(=O)(=O)c1cn(C)cn1)[C@@H](C)CN([C@@H](C)CO)C2=O	-8	1	-6	-7[16.7 µM]	9	.	4
O=C(COc1ccccc1F)N/N=C1\CCCc2ccccc21	1	61*	-1	-2	0	-1	-2

Seven records drawn at random from the list so far, as already listed:
SMILES	SIRT5 block	esBAF inh	ARNT TACC3 PPI	miR-122 sensor	ERp5 block	Statin myotox sup	Cneo AK release
CC[C@H](C)[C@H](NC(=O)OCc1ccccc1)C(=O)OCC(=O)N1CCN(c2ccc(OC)cc2)CC1	3	14	.	-4	4	5	0
O=C(Cn1ccc(NC(=O)OCc2ccccc2)nc1=O)NCc1ccccn1	-5	-9	0	0	10	7	4
O=C(NCCCN1CCOCC1)C(=O)NCc1ccco1	-3	.	4	.	-4	.	.
NC(=O)c1c(NC(=O)Cc2cccs2)sc2c1CCC2	.	15	-9	1	.	-7	4
COC(C/C=C/[C@@H](O)COCc1ccccc1)OC	.	6	-2	-4	-3	-2	2
COc1ccc(CNC(=O)CCCn2ccc3cc(S(=O)(=O)N4CCCC4)ccc32)cc1	-2	6	3	10	-2	-14	3
Cc1cc(C)nc(CCNC(=O)c2cc(COc3c(C)cccc3C)on2)n1	-4	4	-3	-3	-1	3	-5

Next part.
SMILES	SIRT5 block	esBAF inh	ARNT TACC3 PPI	miR-122 sensor	ERp5 block	Statin myotox sup	Cneo AK release
Cc1ccc(-c2n[nH]c(=O)c3ccccc23)cc1S(=O)(=O)NCC1CCCO1 (configuration not stated)	1	-3	2	.	4	0	-3
CSc1ccccc1OCc1cc(C(=O)N(C)CCc2c(C)n[nH]c2C)no1	-3	-3	-5	-13	-2	5	0
COc1ccc(C(c2c(C)[nH][nH]c2=O)c2c(C)[nH][nH]c2=O)cc1Br	0	-6	20	-1	0	7	-3
C/C=C/c1cnc2c(c1)C(=O)N([C@H](C)CO)C[C@H](C)[C@@H](CN(C)S(=O)(=O)c1cccs1)O2	-1	-2	8	5[16.7 µM]	5	-7	3
O=C(O)c1ccccc1Nc1ccc([N+](=O)[O-])c2nonc12	.	-12	-5	-7	.	-2	-1
O=C(Nc1cc(F)ccc1F)c1cccc(-n2cnnn2)c1	-5	-4	2	0	0	-24	.
O=C(Nc1cccc(S(=O)(=O)N2CCCCC2)c1)c1ccccc1NS(=O)(=O)c1ccc(F)cc1	0	.	-1	.	-1	.	.
Cc1ccc(C)c(NC(=O)CN(C)C(=O)CN2C(=O)C3CCCCC3C2=O)c1 (configuration not stated)	-1	-1	-5	0	0	1	-3
O=C(CCSc1ccccc1)Nc1nnc(-c2cccs2)o1	2	1	29	1	3	-116	-6
CN(C)/C=C1\NC(=S)N(c2ccc(Cl)cc2)C1=O	0	2	0	2	4	-94	-3
COc1ccc(S(=O)(=O)N(C)C[C@H]2Oc3ccc(NC(=O)C4CCCCC4)cc3CC(=O)N([C@@H](C)CO)C[C@@H]2C)cc1	6	0	-5	-4[16.7 µM]	-1	6	6
COc1ccc(CCNC(=O)COC(=O)c2cc(=O)c3ccccc3o2)cc1	-4	3	.	2	-2	5	0
Cc1c(C(=O)NCCN2CCOCC2)oc2ccccc12	.	-12	-7	-10	.	-3	-2
CCOCCn1c(CN2CCC(Cc3ccccc3)CC2)nc2c1c(=O)n(C)c(=O)n2C	-4	7	-2	.	3	-12	0
CCn1c(-c2ccc([N+](=O)[O-])cc2)n[nH]c1=S	.	0	19	-4	.	0	2
CCCCNC(=O)CNC(=O)c1cccs1	.	-2	-4	-9	.	-1	0
O=C(NCc1ccccn1)c1cc2c(ccc3ccccc32)oc1=O	-25	8	0	3	5	0	-1
Cc1c(N=Cc2ccc(-c3ccc(Cl)cc3)o2)c(=O)n(-c2ccccc2)n1C	.	10	9	53	.	2	-3
C/C(NC(=O)c1cccs1)=C1\C(=O)C[C@@H]2[C@H]1C2(C)C	.	44*	6	2	.	.	-3
Cc1csc(NC(=O)c2ccc3nc[nH]c3c2)n1	-1	-11	-32	-6	1	-37	-2
CCCN(C)C[C@@H]1Oc2cc(-c3cccc(C#N)c3)ccc2S(=O)(=O)N([C@H](C)CO)C[C@@H]1C	8	-2	3	-3[16.7 µM]	-2	-23	8
Cc1ccc(NC(=O)C(=O)NCCCN2CCOCC2)c(C)c1	0	0	8	-7	2	-3	.
